MITF primary: MITF inhibitors, primary screen, biochemical, AlphaScreen, human; Microphthalmia-associated transcription factor (Homo sapiens), O75030; AlphaScreen MITF homodimerization, bead proximity signal; inhibition, % at 2.6 µM; 650,000 tested, 0.91% active; in the data active = inhibition above about 50%;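 also: 0% = vehicle wells with protein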
Target sequence (O75030 whole entry, looked up): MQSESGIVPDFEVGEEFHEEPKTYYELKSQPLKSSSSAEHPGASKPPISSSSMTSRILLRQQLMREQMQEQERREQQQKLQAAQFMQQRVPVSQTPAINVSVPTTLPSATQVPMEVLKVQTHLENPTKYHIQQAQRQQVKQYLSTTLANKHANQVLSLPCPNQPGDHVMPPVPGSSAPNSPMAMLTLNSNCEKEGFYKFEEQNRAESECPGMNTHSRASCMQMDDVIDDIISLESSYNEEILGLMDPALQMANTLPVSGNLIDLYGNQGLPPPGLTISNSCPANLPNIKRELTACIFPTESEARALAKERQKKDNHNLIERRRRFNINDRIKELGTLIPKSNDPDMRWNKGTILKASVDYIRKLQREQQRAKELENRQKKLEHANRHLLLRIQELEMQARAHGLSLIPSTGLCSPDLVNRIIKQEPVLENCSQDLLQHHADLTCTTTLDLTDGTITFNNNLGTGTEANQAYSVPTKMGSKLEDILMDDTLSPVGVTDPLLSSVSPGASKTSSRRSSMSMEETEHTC
GPR151 ag: activators of human GPR151, primary screen, cell-based, PathHunter beta-arrestin, luminescence; 650,000 tested, 1% active; activation, % at 11.2 µM; PathHunter beta-arrestin GPR151 cells; in the data active = activation above about 4.9%;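 also: 0% = median of compound wells and 100% = cells with positive control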
Target sequence (Q8TDV0 whole entry, looked up): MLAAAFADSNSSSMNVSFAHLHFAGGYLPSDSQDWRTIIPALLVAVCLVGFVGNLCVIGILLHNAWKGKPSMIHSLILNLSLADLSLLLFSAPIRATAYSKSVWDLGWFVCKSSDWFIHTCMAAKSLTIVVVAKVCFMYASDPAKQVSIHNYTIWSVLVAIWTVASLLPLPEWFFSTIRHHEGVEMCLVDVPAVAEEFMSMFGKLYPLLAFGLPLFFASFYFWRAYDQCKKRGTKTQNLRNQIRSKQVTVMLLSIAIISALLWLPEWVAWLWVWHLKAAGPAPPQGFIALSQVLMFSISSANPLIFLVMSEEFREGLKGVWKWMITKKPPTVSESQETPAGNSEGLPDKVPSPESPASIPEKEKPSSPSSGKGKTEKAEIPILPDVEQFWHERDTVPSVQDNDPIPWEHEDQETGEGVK
TEAD-YAP block: TEAD-YAP interaction inhibition, primary screen, TEAD-YAP interaction inhibitor project, luminescence, HEK-TIYL cells; TEAD-Gal4/YAP UAS-luciferase luminescence; inhibition, % at 9.12 µM; 640,000 tested, 1.4% active; AID 1259422, 2018; in the data active = inhibition above about 32%;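 also: 0% = median of test compound wells and 100% = reference inhibitor wells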
FBW7 activator: FBW7 E3 ligase activators, primary screen, biochemical, AlphaScreen, human | F-box/WD repeat-containing protein 7 (Homo sapiens), Q969H0 | AlphaScreen FBW7–phospho-cyclin E peptide binding, activator screen | normalized activity (activation), % at 26.1 µM | 650,000 tested, 0.13% active | AID 1259310, 2017; in the data active = normalized activity above about 1.9%;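 also: purified mutant Fbw7 with reduced substrate affinity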
The depositor's hits bear a star; & = joins results of further samples.

mol,FBW7 activator,GPR151 ag,TEAD-YAP block,MITF primary
Cc1ccc(NC(=O)CSc2ccc(C)cc2)cc1,0.2,0.3,-38,11
O=C1C2CCCCC2C(=O)N1c1ccccc1Br (stereo not given),0.0,0.9,-5,-4
Cc1ccc(CN2CCc3nnc(C(C)NC(=O)COc4ccccc4)n3CC2)o1 (stereo not given),-0.2,0.4,8,8
Cc1ccc(CN2CCC3(CCC(CNC(=O)c4ccco4)O3)CC2)cc1C (stereo not given),0.8,0.0,-4,-24
O=[N+]([O-])c1ccc(N2CCN(S(=O)(=O)c3ccc(Cl)cc3)CC2)cc1NCc1cccnc1,0.1,-0.6,7,10
COc1ccc(-n2ncc3c(N4CCC(C(N)=O)CC4)ncnc32)cc1,-0.2,2.1,-75,-1
CCOC(=O)C1CCN(c2ncnc3c2c(-c2ccccc2)cn3-c2ccc(C)c(Cl)c2)CC1,0.1,-1.0,1,8
c1ccc(CN2CCC(Nc3cc(Nc4cnccn4)ncn3)CC2)cc1,0.0,-0.5,-1,-2
CC(=O)Nc1c(C(=O)NC(C)C)cnn1-c1ccccc1,0.0,0.4,-2,-1
C=C(C)C(=O)N1CCC(C(O)(c2ccccc2)c2ccccc2)CC1,0.0,0.2,9,25
Nc1c(C(=O)c2ccc(Cl)cc2)sc2nc3c(cc12)C(=O)CCC3,0.0,1.6,-2,-2
COc1cc(/C=C2\CC/C(=C\c3ccc(OCCO)c(OC)c3)C2=O)ccc1OCCO,0.6,-1.3,1,19
CCCCCCN1C(=O)C(=O)/C(=C(\O)c2ccc(C)cc2)C1c1ccc(OC)cc1OC (stereo not given),0.1,0.0,2,17
O=C(CNCC1CCCO1)Nc1ccc(N2CCCCCC2)cc1 (stereo not given),-0.1,-0.1,7,3
Fc1ccc(CNc2ccnc3c(-c4cnn(Cc5ccccc5)c4)cnn23)cc1,0.1,0.7,-6,-26
CCN1C(=O)/C(=C\c2ccc(OCC#N)c(OC)c2)SC1=S,-0.2,-1.7,3,0
O=C(Cc1cn(-c2ccc(Oc3ccccc3)nn2)c2ccccc12)NCCOc1ccccc1,0.1,2.7,-12,14
O=[N+]([O-])c1ccc(C=Nc2ccc3nc[nH]c3c2)cc1,-0.5,-0.2,5,1
CC(O)CNc1nc(Cl)c(C#N)s1 (stereo not given),-0.1,0.6,6,2
CCCCC1=NN2C(=N)/C(=C/c3ccc(OCCSc4ccc(C)cc4)c(OC)c3)C(=O)N=C2S1,0.3,-1.2,-14,8
O=C(Nc1nnc(SCC(=O)N2CCCCC2)s1)c1ccccc1Cl,0.0,-0.1,-11,9
CCOC(=O)c1csc(Nc2ccc(C(F)(F)F)cc2)n1,0.2,1.1,-14,16
O=C1CCCc2oc3c(Br)cc(NS(=O)(=O)c4ccc(Br)cc4)cc3c21,0.0,0.3,2,0
Cc1ccc(/C=N/N=C2/NC(=O)C(CC(=O)Nc3ccccc3F)S2)o1 (stereo not given),0.0,0.8,0,10
CC(=O)n1c2c(c3ccccc31)OC(N)=C(C#N)C2c1ccc(F)cc1 (stereo not given),0.0,0.7,6,-4
CCCc1nccn1S(=O)(=O)c1cc(OC)ccc1OC,-0.2,-1.5,2,6
O=C1CSC(c2ccccc2[N+](=O)[O-])N1c1ccc2ccccc2c1 (stereo not given),0.1,-0.9,7,25
O=C(NCCN1CCCCC1)c1ccc(/C=N/O)nc1,-0.2,0.2,7,17
Cc1ccccc1CN1CCc2nnc(CNC(=O)c3ccccn3)n2CC1,0.2,-1.0,1,13
COc1ccc(S(=O)(=O)N2CCC(C(=O)N3CCC(C(N)=O)CC3)CC2)cc1,0.2,1.0,3,-1
CN(C)CCCNCc1ccc(F)cc1,-0.1,0.5,10,-3
Cc1cc(C)n(-c2cc(N3CCN(S(=O)(=O)Cc4ccccc4)CC3)ccc2[N+](=O)[O-])n1,0.0,1.0,8,-9
CCOC(=O)C1=CN(c2cc(C)cc(C)c2)C=C(C(=O)OCC)C1c1ccc(OC)c(OC)c1,-0.1,0.3,-9,-12
O=C(N/N=C/c1ccc([N+](=O)[O-])o1)c1ccc(CN2C(=O)c3cccc4cccc2c34)cc1,0.0,-0.4,-14,6
CN(C)C(=O)c1nc2ccc(Cl)cn2c1CN1CCC(CN2CCOCC2)CC1,0.2,1.4,0,7
COc1cc2c(-c3ccccc3)c(C)oc2cc1CN1CCN(C)C(CCO)C1 (stereo not given),0.1,1.3,-14,11
CC1Cc2cc(/C=C/c3[nH]c(=O)[nH]c(=O)c3[N+](=O)[O-])ccc2O1 (stereo not given),-0.5,-1.6,11,-5
Cc1c(C(=O)N(C)C)sc2ncnc(NCc3ccc4c(c3)OCO4)c12,0.0,-0.2,-15,-5
CCOC(=O)c1c(-c2ccc(C)o2)csc1/N=C/C1=C(O)c2ccccc2C1=O,0.1,-0.5,14,-4
COc1cc2[nH]c(=S)n(Cc3ccc4c(c3)OCO4)c(=O)c2cc1OC,0.0,-0.3,-7,3
CC(=O)NS(=O)(=O)c1ccc(NC(=O)c2ncoc2-c2ccc(Cl)cc2)cc1,-0.1,0.2,-2,-10
COc1ccc(Cl)cc1C(=O)Nc1ccc(-c2nc3ncccc3o2)cc1,-0.1,1.5,2,8
COc1ccc(Cn2nccc2N)cc1OC,0.3,14*,-2,2
CCC(C)NC(=O)c1cc(C2CC2)on1 (stereo not given),0.2,-2.0,-9,8
COc1cc2nc(CN3CCSCC3)nc(N3CCCCC3)c2cc1OC,-0.2,0.9,1,-1
O=C(Nc1ccc(Br)cc1)c1cc(=O)n(-c2ccccc2)c(=O)[nH]1,0.4,0.1,3,4
O=[N+]([O-])c1ccccc1/C=C/CN1CCN(c2ccccn2)CC1,-0.1,0.7,8,48
O=C(Cc1cn(-c2ccc(N3CCC(N4CCOCC4)CC3)nn2)c2ccccc12)NC1CC1,-0.1,-0.6,-31,-1
c1ccc(Oc2ccc(Nc3nc(-c4ccc(C5CCCCC5)cc4)cs3)cc2)cc1,-0.2,-1.1,1,2
CCOCCCNC(=O)N1CC(C)Oc2ccc(C)cc21 (stereo not given),0.3,-1.4,5,16
COc1cc(-c2nnc(/C=C/c3cccs3)o2)cc(OC)c1OC,0.6,1.8,-38,4
O=C(Nc1ccccc1)Nc1ccccc1,0.0&0.2,-6.8&-6.3,-32&-30,4&9
COc1ccc(Cc2nnc(SCC(=O)Nc3ccc(F)cc3)o2)cc1,0.3,-0.3,2,-2
CCN(CC)C(=O)C1CCC(=O)N(c2ccc(OC)cc2)C1c1ccc(OC)c(OC)c1 (stereo not given),0.3,-0.9,0,18
CCOC(=O)c1cc(S(=O)(=O)N2CCN(c3ccccn3)CC2)cn1C,0.4,-0.2,0,4
CCOc1ccc(OCC(=O)N2CCOCC2)cc1,-0.1,0.0,-7,-2
COc1cccc(-c2nnc3sc(NC(=O)c4ccccc4C)nn23)c1,0.2,3.4,-7,9
CCOC(=O)CN(C)C1CCC(=O)N(Cc2ccccc2Cl)CC1 (stereo not given),0.2,-1.7,1,18
Cc1ccc(N2C(=O)CC(SCC(=O)Nc3ccc(Cl)cc3)C2=O)cc1C (stereo not given),0.1,1.9,11,4
CCCCC(c1nnnn1Cc1ccco1)N1CCN(C(=O)c2ccco2)CC1 (stereo not given),0.2,20*,0,4

Remaining list, next part:
mol,FBW7 activator,GPR151 ag,TEAD-YAP block,MITF primary
COc1ccc(Cc2nnc(NC(=O)c3c(-c4ccccc4)noc3C)s2)cc1,0.2,0.2,6,5
CC1CCc2c(sc3nc4c5ccccc5c5nncn5n4c(=O)c23)C1 (stereo not given),-0.1,-1.7,1,-16
CCS(=O)(=O)c1ccc2oc(Nc3ccc(OC)c(OC)c3)nc2c1,0.6,-2.5,-14,-9
Cc1ccnc(SCCn2c(N3CC(C)CC(C)C3)nc3c2c(=O)n(C)c(=O)n3C)n1 (stereo not given),0.0,0.9,1,-2
Cc1ccc(/C=N/NC(=O)NC2CCCCC2)o1,0.0,-0.3,-12,9
COc1ccc(-n2nc(C(=O)Nc3cnc4ccccc4c3)c3ccccc3c2=O)cc1,0.0,0.9,-5,4
O=C1CC(NCCN2CCOCC2)C(=O)N1c1ccccc1 (stereo not given),-0.1,-0.5,-2,22
CCC(CC)c1nc(NCCC(=O)O)c2ccccc2n1,0.0,0.2,-3,0
CCN1CC=C2C(C1)C(c1ccccc1F)C(C#N)=C(N)C2(C#N)C#N (stereo not given),0.5,-0.7,6,19
CSc1ccccc1C(=O)Nc1ccc(F)cc1,0.2,-1.2,-7,17
CCCCCn1c(SC(C)C(=O)OC)nc2c1c(=O)[nH]c(=O)n2C (stereo not given),0.9,-1.0,3,19
Cc1cc(C)nc(SCc2nnc(SC(C)C)n2CCc2ccccc2)n1,-0.1,0.5,3,5

Part of the list above in order of SMILES length, descending:
mol,FBW7 activator,GPR151 ag,TEAD-YAP block,MITF primary
COc1ccc(-n2nc(C(=O)Nc3cnc4ccccc4c3)c3ccccc3c2=O)cc1,0.0,0.9,-5,4
Cc1cc(C)nc(SCc2nnc(SC(C)C)n2CCc2ccccc2)n1,-0.1,0.5,3,5
CCC(CC)c1nc(NCCC(=O)O)c2ccccc2n1,0.0,0.2,-3,0

The list continues:
mol,FBW7 activator,GPR151 ag,TEAD-YAP block,MITF primary
CC(CC(=O)c1ccccc1)=Nc1ccccc1,0.0,-1.3,8,1
COC(=O)CCC/C=C1/SCC(NC(=O)c2ccccc2)/C1=N\O (stereo not given),0.0,0.9,-8,-12
CCOc1ccc(-c2cc(=O)c3ccc(NC(=O)c4ccncc4)cc3o2)cc1,-0.1,1.0,-9,0
CC(C)Oc1ccccc1/C=C1/SC(N2CCOCC2)=NC1=O,-0.2,0.1,45*,-5
CCc1ccc(-c2nc(CS(=O)CC(=O)NCCC(C)C)c(C)o2)cc1 (stereo not given),0.7,-0.8,1,11
C=CCNC(=O)c1c(C)[nH]c(C(=O)OCC)c1C,0.1,0.3,8,12
Cc1nc2c(cnn2-c2ccccc2)c(=O)n1-c1ccc(Cl)cc1,0.1,0.4,3,12
O=C(/C=C/c1cccc([N+](=O)[O-])c1)Nc1ccc(Cl)cc1,0.2,-2.1,-2,10
COc1ccc(C(=O)C(C)[n+]2cccc(C)c2)cc1[N+](=O)[O-] (stereo not given),-0.1,0.5,-3,4
CCOc1cc(/C=C2\SC(=O)N(C)C2=O)ccc1OC(C)C(=O)O (stereo not given),0.0,0.6,5,14
C=CCNC(=O)/C(=C\c1ccccc1)NC(=O)c1ccc(Br)cc1,0.1,-0.5,8,21
N#C/C(=C\c1ccccc1C(F)(F)F)C(N)=S,-0.1,-0.8,11,-7
Cn1c(=O)c2c(ncn2CC(=O)Nc2ccccc2F)n(C)c1=O,-0.1,3.1,-2,0
CCn1c(=O)n(CC(=O)Nc2ccc(OC)nc2)c2cccnc21,-0.2,-0.1,-3,-11
COc1ccccc1/C=C1/SC(N2CCCC2)=NC1=O,-0.1,0.1,-14,7
COc1ccc(C(=O)c2sc3nc4c(c(-c5ccc(C)o5)c3c2N)CCCC4)cc1,-0.1,-1.1,-1,-10
CCOc1ccc(/C=N/Nc2cc(N3CCCCC3)nc(C)n2)c(O)c1,-0.3,1.0,-4,20
Cc1cc(NS(=O)(=O)c2ccc(NC(=O)Cc3cccc4ccccc34)cc2)nc(C)n1,0.0,0.3,8,-16
CC(=O)Nc1ccc(CN2CCc3nc(N4CCC(C)CC4)[nH]c(=O)c3C2)cc1,0.0,-1.1,3,7

Shown with two lines to a compound: entries from further up.
Below each compound: FBW7 activator	GPR151 ag	TEAD-YAP block	MITF primary
> CCc1ccc(-c2nc(CS(=O)CC(=O)NCCC(C)C)c(C)o2)cc1 (stereo not given)
    0.7	-0.8	1	11
> C=CCNC(=O)c1c(C)[nH]c(C(=O)OCC)c1C
    0.1	0.3	8	12
> Cc1nc2c(cnn2-c2ccccc2)c(=O)n1-c1ccc(Cl)cc1
    0.1	0.4	3	12
> O=C(/C=C/c1cccc([N+](=O)[O-])c1)Nc1ccc(Cl)cc1
    0.2	-2.1	-2	10
> COc1ccc(C(=O)C(C)[n+]2cccc(C)c2)cc1[N+](=O)[O-] (stereo not given)
    -0.1	0.5	-3	4
> CCOc1cc(/C=C2\SC(=O)N(C)C2=O)ccc1OC(C)C(=O)O (stereo not given)
    0.0	0.6	5	14
> C=CCNC(=O)/C(=C\c1ccccc1)NC(=O)c1ccc(Br)cc1
    0.1	-0.5	8	21
> N#C/C(=C\c1ccccc1C(F)(F)F)C(N)=S
    -0.1	-0.8	11	-7
> Cn1c(=O)c2c(ncn2CC(=O)Nc2ccccc2F)n(C)c1=O
    -0.1	3.1	-2	0
> CCn1c(=O)n(CC(=O)Nc2ccc(OC)nc2)c2cccnc21
    -0.2	-0.1	-3	-11
> COc1ccccc1/C=C1/SC(N2CCCC2)=NC1=O
    -0.1	0.1	-14	7
> COc1ccc(C(=O)c2sc3nc4c(c(-c5ccc(C)o5)c3c2N)CCCC4)cc1
    -0.1	-1.1	-1	-10
> CCOc1ccc(/C=N/Nc2cc(N3CCCCC3)nc(C)n2)c(O)c1
    -0.3	1.0	-4	20
> Cc1cc(NS(=O)(=O)c2ccc(NC(=O)Cc3cccc4ccccc34)cc2)nc(C)n1
    0.0	0.3	8	-16
> CC(=O)Nc1ccc(CN2CCc3nc(N4CCC(C)CC4)[nH]c(=O)c3C2)cc1
    0.0	-1.1	3	7

Screening data (PubChem BioAssay)
